GCN5L2 inh – GCN5L2 (KAT2A) acetyltransferase inhibition | Q92830 | GCN5L2 HAT assay, ThioGlo1 CoA-SH fluorescence | 390,000 compounds, 0.21% hits | AID 504327 | Potency, µM (doses to about 58.9 µM), for the others: top-dose activity change, negative = inhibition, actives largely listed as inhibitors
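qHTS, 1536-well. 20nM enzyme, pH 7.5 HEPES/EDTA/Tween-20 buffer; 15 min compound preinc., RT. Start: 75uM H3(1-25), 70uM AcCoA, 50uM ThioGlo1. Read Ex340/Em540 at t=0 (autofluorescence flag) and t=20 min.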
DT40 TDP1 CPT – growth inhibition of DT40 Tdp1-/-;hTDP1 cells with camptothecin (screen for TDP1 inhibitors); Potency, µM (top dose mostly 46.2 µM), inactives show at the top dose activity change, negative = growth inhibition, most hits filed as inhibitors; 420,000 compounds, 12% hits; chicken DT40 Tdp1-/-;hTDP1 cells + 20 nM CPT, ATP luminescence, 48 h; further: nearly all actives have a fitted effect of over 55% in size
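Cell growth measured by CellTiter-Glo luminescence after a minimum 48 h, 37 C compound exposure with 20 nM CPT in Tdp1-knockout DT40 cells stably expressing hTDP1, seeded 400/well; qHTS titration format.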
FEN1 inhibitor – inhibitors of human flap endonuclease 1; Potency, µM (highest dose often 114 µM), for the others: at the highest dose activity change, negative = inhibition, actives largely listed as inhibitors; 390,000 compounds, 0.35% hits; Recombinant FEN1 flap cleavage, fluorescence, 15 min; further: nearly all actives have a fitted effect of over 65% in size
Target sequence (P39748 whole entry, looked up): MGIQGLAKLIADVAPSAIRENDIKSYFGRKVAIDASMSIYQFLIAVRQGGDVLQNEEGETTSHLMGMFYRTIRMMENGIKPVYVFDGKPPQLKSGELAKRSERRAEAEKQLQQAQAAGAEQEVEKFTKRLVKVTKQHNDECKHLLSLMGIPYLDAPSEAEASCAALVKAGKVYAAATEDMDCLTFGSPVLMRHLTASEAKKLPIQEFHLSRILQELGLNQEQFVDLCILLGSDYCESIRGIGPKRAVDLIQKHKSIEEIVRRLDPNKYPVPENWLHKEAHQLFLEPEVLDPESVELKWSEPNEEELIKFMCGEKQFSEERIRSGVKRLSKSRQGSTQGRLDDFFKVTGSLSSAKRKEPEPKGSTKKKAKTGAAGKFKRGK
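Quantitative HTS format: each compound was titrated, incubated with 10 nM nuclease for 15 min at room temperature, then challenged with flap substrate at 50 nM final. Signal change over 15 min gave concentration–effect curves.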
* = called active by the depositor; ? = inconclusive; · = not tested or not shown; & = joins results of further samples. The call rests on the fitted dose curve; in most records, active means well fitted curve in the direction sought with a large enough effect; inconclusive means small, poorly fitted or top-dose-only effect, or another doubt; inactive means no such curve, though single readings can be large; an effect the other way counts as inactive or inconclusive. On the % scale 0 is the no-effect control and ±100 the full control effect; potency means the concentration at half of the fitted maximal effect. Only part of the results is shown, so the mix of outcomes need not match the whole.

smiles | GCN5L2 inh | DT40 TDP1 CPT | FEN1 inhibitor
CCCNC(=O)CSc1ccc(S(=O)(=O)N2CCCCC2)cn1 | -3% | -6% | -2%
COc1cccc(-c2nn(C)c3sc(C(=O)NCCc4cccc(C)c4)cc23)c1 | -5% | 10µM* | 1%
COCCCn1c(=O)c2sccc2n2c(CCCC(=O)Nc3cc(C)cc(C)c3)nnc12 | -17% | ? | 10%
Cc1nn(C)c(C)c1S(=O)(=O)N(CC(=O)NCCN1CCOCC1)c1ccc(C(C)C)cc1 | -1% | -2% | -5%
CCCCOc1ccc(C(O)(CCC)CCN2CCOCC2)cc1 (stereo unspecified) | -1% | 21µM* | 5%
COCCN(C(=O)c1ccc(OCC(C)C)cc1)c1c(N)n(Cc2ccccc2)c(=O)[nH]c1=O | -8% | 8% | 1%
O=C(COC(=O)c1ccc2c(c1)OCCO2)NCCC1=CCCCC1 | 0% | -18% | 6%
Cc1cccc(NC(=O)CNCC(=O)Nc2cccc(C)c2C)c1C | 2% | 0% | 7%
CC1(C)COC(c2cccc([N+](=O)[O-])c2)OC1 | · | -10% | -1%
CC(C)n1c(CNC(=O)c2ccccc2F)nnc1SCC(=O)NC1CCCCC1 | · | 13% | 10%
O=C1C=C(c2ccc(OC(F)(F)F)cc2)C[C@@H](c2ccc(F)cc2)C1 | -10% | ? | ?
CC(C)NC(=O)CN1C(=O)C(C)(C)Oc2ccc(C(=O)NC3CCCCC3)cc21 | 0% | 9% | 0%
O=C(CSCc1ccc(F)cc1)Nc1ccccc1 | 0% | -9% | 4%
COC(=O)c1cccc(N(C(=O)c2ccco2)C(C(=O)NC2CCCC2)c2ccc(N3CCOCC3)cc2)c1 (stereo unspecified) | -1% | 2% | -12%
NS(=O)(=O)c1ccc(NC(=O)c2ccc(-c3ccccc3)cc2)cc1 | ? | -9% | -15%
Cc1ccc(NC(=O)C2CCN(S(=O)(=O)c3c(C)noc3/C=C/c3ccco3)CC2)nc1 | -9% | ? | -10%
CCNc1ncc2nc(CCc3ccccc3)c(=O)n(-c3ccccc3)c2n1 | ? | ? | ·
O=C1C(Cl)=C(NCCCN2CCOCC2)C(=O)c2ccccc21 | · | 18µM* | -14%
Cc1c(Cl)c([N+](=O)[O-])nn1Cc1ccc(C(=O)NN)o1 | 4% | -6% | -3%
O=C(N[C@@H](Cc1ccccc1)C(=O)OCC(=O)N1CCOCC1)c1cccs1 | -8% | 1% | -16%
N#CN=c1snc(-c2ccccc2)n1-c1ccc(Br)cc1 | · | ? | 7%
CCN(c1ccccc1)S(=O)(=O)c1ccc(C(=O)N(CCCN(C)C)c2nc3cc4c(cc3s2)OCO4)cc1 | -8% | 18µM* | -24%
FC(F)(F)c1cccc(-c2noc(CN3CCOCC3)n2)c1 | -6% | -13% | -2%
CNS(=O)(=O)c1cccc(C(=O)OCC(=O)c2ccc3[nH]c(=O)[nH]c3c2)c1 | -6% | ? | -12%
COc1ccccc1CNC(=O)c1cc(Sc2cccc(Cl)c2)nc2ccccc12 | 1% | ? | -5%
Cc1ccc2nc(N(CCN(C)C)C(=O)C3=COCCO3)sc2c1 | -2% | -4% | 13%
COc1ccc(Cl)cc1NC(=O)CCc1c(C)nc2c(c1C)c(=O)n(C)c(=O)n2C | -3% | 2% | -5%
CCCn1c(SCC(=O)N2c3ccc(F)cc3CCC2C)nnc1-c1ccccn1 (stereo unspecified) | 1% | ? | 3%
O=C(Nc1cc(C(F)(F)F)ccc1Cl)c1cccnc1 | -1% | 2% | 2%
Cc1onc(-c2ccccc2Cl)c1C(=O)N1CC(C)CC(C)C1 (stereo unspecified) | -5% | 15µM* | -3%
COc1ccc(C(CNC(=S)NCc2ccccc2)N2CCCC2)cc1 (stereo unspecified) | -6% | 1% | 6%
COc1ccc(O)c(-c2cc(C(F)(F)C(F)F)nc(-c3ccccc3)n2)c1 | -1% | -1% | -5%
CC(C)(C)OC(=O)C[C@@H]1C/C=C\C[C@H](CC(=O)NCCO)C(=O)N2CCC[C@H]2COC1=O | 0% | -11% | -7%
CN(C)Cc1c(O)ccc2occ(C(=O)c3ccc(F)cc3)c12 | ? | ? | 14%
Cc1ccc(C2CCN(C(=O)Nc3ccccc3)C2)cc1 (stereo unspecified) | 0% | -12% | -6%
Cc1oc2nc(SCCCC(=O)NCCCO)nc(N)c2c1C | 0% | -5% | -1%
CCOC(=O)C1=NN(C(C)=O)C2(CC(=O)N(c3ccc(C)c(C)c3)C2=O)C1 (stereo unspecified) | 3% | 22% | -4%
Cc1cc2c(cc1C)NC(CC(=O)Nc1ccccc1SC(F)(F)F)C(=O)N2 (stereo unspecified) | -1% | ? | 3%
COc1ccc(N(CC(=O)NCc2ccc(F)cc2)S(=O)(=O)c2c(C)noc2C)cc1 | -8%&-4% | ? | -12%&-6%
CC(NC(=O)CC1Sc2ccccc2NC1=O)c1ccccc1 (stereo unspecified) | -4% | -13% | -2%

Record cards (already shown). Order of screens: GCN5L2 inh, DT40 TDP1 CPT, FEN1 inhibitor
COc1ccc(N(CC(=O)NCc2ccc(F)cc2)S(=O)(=O)c2c(C)noc2C)cc1 is listed as -8%&-4%, ?, -12%&-6%
Cc1cc2c(cc1C)NC(CC(=O)Nc1ccccc1SC(F)(F)F)C(=O)N2 (stereo unspecified) is listed as -1%, ?, 3%
Cc1oc2nc(SCCCC(=O)NCCCO)nc(N)c2c1C is listed as 0%, -5%, -1%
Cc1ccc(C2CCN(C(=O)Nc3ccccc3)C2)cc1 (stereo unspecified) is listed as 0%, -12%, -6%
CCOC(=O)C1=NN(C(C)=O)C2(CC(=O)N(c3ccc(C)c(C)c3)C2=O)C1 (stereo unspecified) is listed as 3%, 22%, -4%

The results go on.
| Structure | GCN5L2 inh | DT40 TDP1 CPT | FEN1 inhibitor |
| --- | --- | --- | --- |
| CN1C(=O)[C@@H]2C[C@@]3([C@@]45C[C@H]6C(=O)N(C)[C@@H](Cc7ccccc7)C(=O)N6[C@@H]4Nc4ccccc45)c4ccccc4N[C@H]3N2C(=O)[C@@H]1Cc1ccccc1 | -13% | ? | 6% |
| O=C(c1ccc2c(c1)OCO2)C1CCCN(Cc2ccc3cccc(F)c3n2)C1 (stereo unspecified) | 4% | ? | 1% |
| Oc1ccc(Nc2ccc3ccccc3c2)cc1 | · | 18µM* | -3% |
| CCOc1nc(C)ccc1-c1noc(CC)n1 | -4% | -16% | 3% |
| O=C(CN1CCN(C(=O)CN2C(=O)NC3(CCCC3)C2=O)CC1)Nc1cccc(F)c1 | -5% | 7% | -1% |
| O=C(NC1CCCCC1)NC1CCN(S(=O)(=O)Cc2ccccc2)CC1 | -6% | 0% | 8% |
| COc1ccc(C2c3c(n(C)c4ccccc34)C(=O)N2CC(=O)Nc2cccc(F)c2)cc1 (stereo unspecified) | -16% | ? | -19% |
| CCc1ccccc1-n1c(SCC(=O)Nc2ccc3c(c2)OCCO3)nc2[nH]ncc2c1=O | -22% | ? | -18% |
| COCCCN(CC(=O)Nc1ccc(N2CCOCC2)cc1)S(=O)(=O)c1ccc(Cl)cc1 | 0% | ? | 1% |
| COc1cc2[nH]c(=O)n(CCCCCC(=O)NC3CCCC3)c(=O)c2cc1OC | -3% | -14% | -3% |
| C=CCSc1nc(N2CCOCC2)c2c(c1C#N)CC(C)(C)N(C)C2 | -4% | -2% | -4% |
| COc1ccc(NS(=O)(=O)c2cc([N+](=O)[O-])ccc2N/N=C/c2c(C)[nH]c3ccccc23)cc1 | · | ? | -9% |
| O=C(Nc1cc(S(=O)(=O)N2CCOCC2)ccc1Cl)C(=O)c1c(-c2ccccc2)cc2ccccn12 | -1% | 21µM* | 5% |
| Cc1nn(-c2ccc(F)cc2)c(Cl)c1/C=C(/CCC(=O)O)c1nc2ccccc2s1 | · | -25% | 0% |
| Cc1c(N/N=C(\C#N)C(=O)c2ccccc2)c(=O)n(-c2ccccc2)n1C | -3% | 2.9µM* | 9% |
| CCN(CC)C(=O)C(=O)c1cn(CC(=O)N2CCc3ccccc3C2)c2ccccc12 | -7% | ? | 1% |
| Cc1c(Br)c([N+](=O)[O-])nn1CCCC(=O)Nc1sc2c(c1C(N)=O)CCC(C)C2 (stereo unspecified) | -2% | 2% | -3% |
| CCOC(=O)c1ccc(N2CSC3=C(C#N)C(c4ccc(OC)cc4OC)CC(=O)N3C2)cc1 (stereo unspecified) | ? | -22% | ? |
| O=C(O)c1nnn(-c2ccc(F)cc2F)c1-c1ccccc1 | -6% | -5% | 2% |
| Cc1c(NC(=O)c2cc(C3CC3)on2)c(=O)n(-c2ccccc2)n1C | -21% | -1% | 25% |
| COc1ccc(N2CCC(CNC(=S)Nc3cc(C)cc(C)c3)C2)cc1 (stereo unspecified) | -25% | ? | -4% |
| O=C(Nc1ccc2c(c1)nc1n2CCN(C2CCCCC2)C1)c1ccco1 | -22% | ? | -15% |
| CC(C)Cn1cnc2c1c(=O)n(CC(=O)N(C)C)c(=O)n2Cc1ccccc1 | -12% | 3% | -4% |
| O=C1NC[C@@H](Cc2ccc(O)cc2)N(CCc2cccc3ccccc23)C1=O | -2% | -2% | -8% |
| CN(C)c1nc(N(C)C)nc(N2CC(CCl)OC2=N)n1 (stereo unspecified) | 2% | 18% | -9% |
| O=C(NCc1c(F)cccc1F)c1cc(COc2c(F)cccc2F)on1 | 7% | -18% | 10% |
| O=C(Cc1ccc(Cl)cc1)Nc1ccc2nn(-c3ccc(Cl)cc3)nc2c1 | -8% | -8% | -17% |
| O=C1CCCCC1(CCc1ccncc1)CCc1ccncc1 | · | 18µM* | 7% |
| COc1ccc(-c2noc(CSc3nnc(CCc4ccccc4)n3-c3ccccc3)n2)cc1OC | 0% | 15µM* | -19% |
| CCn1c(N2CCN(S(=O)(=O)c3ccccc3)CC2)nc2ccccc21 | -14% | ? | 22% |
| COc1ccc(-c2cn[nH]c2-c2ccc(OCc3ccc([N+](=O)[O-])cc3)cc2O)cc1OC | -18% | ? | -19% |
| O=C(c1ccco1)N1CCC2(CCCN(Cc3ccncc3)C2)CC1 | 8% | 4% | · |
| COCCSc1ccccc1C(=O)Nc1ccccc1C#N | -5% | -14% | 7% |
| Cn1c(SCC(=O)Nc2cccc(F)c2)nc2c(c1=O)SCC2 | 1% | 15µM* | 0% |
| Cc1cccc(-n2ncc3c(=O)[nH]c(SCC(=O)NCCC4=CCCCC4)nc32)c1 | -1% | 1% | 0% |
| CCOC(=O)C1=C(CS(=O)(=O)c2ccc(OC)c(Cl)c2)NC(=O)NC1c1cccc(OC)c1 (stereo unspecified) | -10% | ? | -5% |
| CCOC(=O)CC(NS(=O)(=O)c1ccc2[nH]c3c(c2c1)CCCC3)c1ccccc1Cl (stereo unspecified) | -13% | 18µM* | ? |
| CCCC(=O)N(CCN1CCOCC1)c1nc2c(OC)ccc(C)c2s1 | 0% | ? | -10% |
| CCC(=O)N1CCc2cc(S(=O)(=O)CCC(=O)N3CCc4ccccc4C3)ccc21 | 0% | -12% | -2% |
| CCCC(C)NC(=O)CN1C(=O)NC2(CCc3ccccc32)C1=O (stereo unspecified) | -6% | 4% | -9% |
| CCOc1ccc(/C=C/c2[nH]c(=O)[nH]c(=O)c2[N+](=O)[O-])cc1 | 2% | -9% | 3% |
| COc1ccccc1C(C)NCC(=O)NCC(=O)Nc1ccc(F)c(F)c1F (stereo unspecified) | -3% | -12% | 3% |
| Cc1nc2cc(-c3cccs3)[nH]n2c(=O)c1C | · | -20% | 6% |
| CSc1ccc(CCNS(=O)(=O)c2c(C)[nH]c(C)c2C(=O)N2CCCCC2)cc1 | -5% | ? | -8% |
| C=CCn1c(SCC(=O)Nc2cccc(OC)c2)nnc1-c1cccnc1 | -4% | -14% | 2% |
| O=C(CS(=O)(=O)Cc1ccccc1)N1CCN(c2cccc(C(F)(F)F)c2)CC1 | 6% | ? | -19% |
| CC(=O)N1CCN(C(=O)CCC(=O)O)CC1 | 0% | 5% | -5% |
| COc1ccc(Cl)cc1NC(=O)COc1cccc2c(=O)n(C)ccc12 | -6% | -2% | -20% |
| Cc1ccc(-n2cc(-c3ccccc3)c3c(N4CCOCC4)ncnc32)cc1 | -9% | -29% | -19% |
| O=S(=O)(Nc1cccc(F)c1)c1ccc2[nH]c3c(c2c1)CCCCC3 | -3% | 21µM* | -27% |
| Cc1nnc(SCC(=O)NC(=O)NC2CCCC2)n1N | -4% | -5% | -9% |
| Cc1cccc(C)c1NC(=O)CCSCCc1ccccn1 | -3% | -25% | -1% |

Source: PubChem (National Center for Advancing Translational Sciences (NCATS))
